ERp5 block = inhibitors of ERp5-driven insulin aggregation, primary screen, biochemical, turbidity, absorbance 650 nm, single point. Protein disulfide-isomerase A6 (Homo sapiens), Q15084. AID 651711, 2012. 90 min. 0.05% of 350,000 active. inhibition, % at 9.99 µM;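 active means mean replicate inhibition above about 25%, with every replicate also reaching it, limit read from the data, passing the limit was not always enough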
Target sequence (Q15084 whole entry, looked up): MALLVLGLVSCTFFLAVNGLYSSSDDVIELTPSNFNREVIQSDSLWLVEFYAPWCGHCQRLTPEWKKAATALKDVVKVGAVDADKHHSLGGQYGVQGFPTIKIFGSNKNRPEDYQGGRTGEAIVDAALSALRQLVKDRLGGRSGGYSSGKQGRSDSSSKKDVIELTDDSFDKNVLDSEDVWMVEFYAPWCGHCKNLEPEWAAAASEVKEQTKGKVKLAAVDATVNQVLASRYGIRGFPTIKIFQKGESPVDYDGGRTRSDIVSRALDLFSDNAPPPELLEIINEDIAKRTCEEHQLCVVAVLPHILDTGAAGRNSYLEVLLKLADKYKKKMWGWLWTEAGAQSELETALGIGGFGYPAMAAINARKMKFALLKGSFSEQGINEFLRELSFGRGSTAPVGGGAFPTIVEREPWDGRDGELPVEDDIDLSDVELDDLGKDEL
esBAF inh = Bmi1 luciferase reporter increase in mESCs, primary screen, esBAF inhibitor project, mouse ES cells, Bmi1 luciferase knock-in, single point. reporter increase, % at 12.5 µM. 24 h; 100% = twice the neutral-well signal. 2% of 350,000 active; in the data active means activation above about 40%;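 further: 0% = median of the plate's neutral control wells and 100% = double that signal; a rise in the Bmi1 reporter signal indicates esBAF inhibition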
ARNT TACC3 PPI = disruptors of ARNT/TACC3 protein interaction, primary screen, biochemical, AlphaScreen, single concentration. inhibition, % at 9.99 µM. 0.66% of 390,000 active. Transforming acidic coiled-coil-containing protein 3 (Homo sapiens), Q9Y6A5. AID 623870, 2012. AlphaScreen His-ARNT PAS-B/GST-TACC3 binding, luminescence; TACC3 fragment carries E629A point mutation;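 active means mean inhibition of replicates at least 50% and at least half of replicates each reaching 50%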;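 further: 0% = complete ARNT plus TACC3 wells and 100% = ARNT alone without TACC3; many hits fall short of the cut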
E-selectin induc = E-selectin induction in HUVECs, primary screen, imaging, HUVEC, immunofluorescence imaging, single point. P16581. normalized: neutral wells 0, TNF-alpha wells 100. activation, % at 7.58 µM. 0.37% of 260,000 active. AID 686992, 2013;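 active means mean E-selectin-positive cell signal at least 10% of the positive control, reached in at least 60% of replicates, without over 20% cell loss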;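 further: in these data hits start at about 27%; measured in HUVEC primary endothelial cells; signal is the percent of cells scored E-selectin positive by PE staining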
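System: HUVEC / Compound: single concentration / Signal: immunofluorescence imaging / Read-out: percent E-selectin-positive cells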
RAD52 anneal inh = RAD52 DNA annealing inhibitors, primary screen, biochemical, FRET, single point, set 2; 0.46% of 360,000 active; recombinant RAD52 DNA annealing, FRET fluorescence; inhibition, % at 18.7 µM; DNA repair protein RAD52 homolog (Homo sapiens), P43351;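 active means every replicate showing at least 50% inhibition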
Target sequence (P43351 whole entry, looked up): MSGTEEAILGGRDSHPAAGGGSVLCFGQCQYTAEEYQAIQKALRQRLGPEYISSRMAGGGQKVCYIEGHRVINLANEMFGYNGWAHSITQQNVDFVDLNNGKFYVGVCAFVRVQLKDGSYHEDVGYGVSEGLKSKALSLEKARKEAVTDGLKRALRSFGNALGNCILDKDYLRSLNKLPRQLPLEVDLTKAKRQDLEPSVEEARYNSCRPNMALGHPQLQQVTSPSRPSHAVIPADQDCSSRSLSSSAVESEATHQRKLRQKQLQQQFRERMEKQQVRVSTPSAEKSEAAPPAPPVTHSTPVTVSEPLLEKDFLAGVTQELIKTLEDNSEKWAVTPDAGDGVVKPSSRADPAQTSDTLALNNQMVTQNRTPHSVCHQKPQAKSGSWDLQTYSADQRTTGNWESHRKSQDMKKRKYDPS
PglD inh = C. jejuni PglD acetyltransferase inhibitors, primary screen, biochemical, DTNB colorimetric, single point; AID 602405, 2012; inhibition, % at 12.5 µM; UDP-N-acetylbacillosamine N-acetyltransferase PglD (Campylobacter jejuni); 0.098% of 360,000 active; purified PglD enzyme, DTNB colorimetric CoA detection; in the data active means inhibition above about 16%, passing the limit was not always enough; further: strong numbers were not always called active
CASP6 VEID inh = human caspase-6 inhibitors, primary screen, biochemical, VEID-R110 fluorescence, single point, set 2 | purified caspase-6, Z-VEID-R110 cleavage fluorescence | inhibition, % at 12.5 µM | AID 686996, 2013 | 0.53% of 350,000 active | P55212;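 active means mean inhibition across replicates at least about 35%, with every replicate also reaching that limit, limit read from the data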;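 further: 0% = median of neutral control wells and 100% = no fluorescence left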
RAD54 branch = inhibitors of human RAD54 branch migration, primary screen, biochemical, fluorescence, single point | RAD54 Holliday junction branch migration, FAM/BHQ fluorescence | AID 602329, 2012 | DNA repair and recombination protein RAD54-like (Homo sapiens), Q92698 | inhibition, % at 10.4 µM | 0.14% of 360,000 active;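 active means mean normalized replicate activity at least 40 and at least half of replicates scoring 40 or more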;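 further: 0% = median of neutral control wells and 100% = median of positive control wells; inhibitors cause a drop in the FAM fluorescence signal; in these data hits start at about 50%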
* = called active by the depositor; nt = not tested or not shown.

SMILES | ERp5 block | esBAF inh | ARNT TACC3 PPI | E-selectin induc | RAD52 anneal inh | PglD inh | CASP6 VEID inh | RAD54 branch
CN(CC(=O)Nc1cccc(F)c1)C(=O)C1CC(=O)N(Cc2ccco2)C1 (stereo unspecified) | 1 | nt | -1 | 0.1 | 4 | nt | -178 | nt
Cc1occc1C(=O)Nc1nnc(C(F)(F)F)s1 | nt | -20 | -1 | nt | nt | -2 | nt | 1
O=c1c2ccccc2nc2n1C(CBr)CN2 (stereo unspecified) | 1 | -6 | -2 | 1.2 | -9 | 1 | 0 | -4
CCC(C)NC(=O)CSc1nnc(-c2ccc(Cl)cc2)n1N (stereo unspecified) | 5 | nt | -4 | 0.0 | -3 | nt | 9 | nt
COC(=O)[C@@H](NCc1cccc(CN[C@H](C(=O)OC)C(C)C)c1)C(C)C | -14 | 8 | 3 | 0.0 | -8 | 5 | nt | -10
COc1cccc(C(=O)Nc2ccc3c(c2)OC[C@@H](C)N(C)C[C@@H](C)[C@H](OC)CN(C)C3=O)c1 | -1 | -3 | -10 | 8.6 | -8 | -1 | 2 | 0
CC1(C)CCc2c([nH]c3ccccc3c2=O)O1 | -1 | -1 | 0 | nt | -17 | 4 | -2 | 7
CCCCn1c(SCC(=O)NC2CCS(=O)(=O)C2)nc2ccccc2c1=O (stereo unspecified) | 0 | -7 | -1 | nt | -12 | 0 | 0 | 0
CCc1ccc(N=C2NC(=O)/C(=C/c3ccc(OCC(=O)O)cc3)S2)cc1 | 1 | 0 | 1 | 0.0 | -12 | 2 | 5 | -6
Cc1ccc(S(=O)(=O)N2C[C@]3(O)C[C@@H]4C(=O)N(c5ccccc5)C(=O)[C@@H]4C[C@]3(OC(=O)NCc3ccco3)C2)cc1 | 1 | 0 | nt | -0.3 | 1 | -7 | 4 | -3
Cc1cc(NC(=O)c2cc(-c3ccccn3)nc3ccccc23)no1 | nt | -11 | 4 | nt | nt | 1 | nt | 11
O=C(NCCc1ccccc1)Oc1ccc(Cl)cc1 | 2 | nt | 7 | 4.7 | -1 | nt | -1 | nt
CO[C@H]1CN(C)C(=O)c2ccc(NS(C)(=O)=O)cc2OC[C@@H](C)N(C(=O)C2CCC2)C[C@@H]1C | -3 | -2 | -4 | -0.1 | -3 | 2 | -3 | 3
O=C(c1ccc(OC2CCN(CCc3ccccc3)CC2)cc1)N1CCCCC1CCCO (stereo unspecified) | 1 | 0 | 8 | -0.6 | -11 | -3 | -4 | 10
N#C/C(=C\c1c[nH]c2ccccc12)C(=O)NCC1CCCO1 (stereo unspecified) | -10 | nt | -2 | -1.0 | -4 | nt | -1 | nt
CCCN(CCC)S(=O)(=O)c1ccc(C(=O)Nc2nnc(-c3cc(OC)cc(OC)c3)o2)cc1 | nt | -47 | 10 | nt | nt | -6 | nt | -2
Cc1ccc(C)c(OCCC(=O)OCC(=O)NC2CC2)c1 | 7 | -3 | -2 | 0.9 | -3 | 4 | -1 | 2
CC(C)NC(=O)c1sc2c(c1C(=O)Nc1cccnc1)CCCC2 | 2 | -10 | 30 | -0.2 | -15 | nt | -2 | nt
Nc1[nH]c(C(=O)c2ccccc2)c(-c2ccc(Cl)cc2Cl)c1C(=O)NCCc1c[nH]c2ccccc12 | 3 | nt | nt | 1.7 | 10 | nt | -3 | nt
COCCN(C(=O)COC(=O)/C=C/c1cccc(C(F)(F)F)c1)c1c(N)n(CC(C)C)c(=O)[nH]c1=O | 2 | -6 | -8 | 0.0 | -18 | 2 | 0 | 7
Cc1ccc([C@@H]2C3COCC=C3C(C#N)=C(N)C2(C#N)C#N)o1 (stereo partly specified) | -2 | nt | 10 | nt | -183 | nt | 16 | nt
C[C@@H]1CN([C@H](C)CO)C(=O)c2cc(NC(=O)CCN3CCOCC3)ccc2O[C@@H]1CN(C)Cc1ccc(C(F)(F)F)cc1 | 2 | 0 | 7 | 178* | -31 | -7 | -2 | 0
CC(=O)c1ccc(N2CCN(S(=O)(=O)c3ccc4ccccc4c3)CC2)cc1 | 1 | 2 | 2 | 0.1 | -9 | 4 | 0 | -18
Fc1ccccc1OCCCCN1CCCCC1 | 6 | 6 | -3 | nt | -20 | -10 | -10 | 3
CN1CCCCC(NC(=O)COCc2ccccc2)C1=O (stereo unspecified) | 4 | nt | nt | 0.0 | -1 | nt | 38* | nt
COc1ccccc1CNC(=O)C[C@H]1C[C@H]2c3cc(NC(=O)C4CCC4)ccc3O[C@H]2[C@H](CO)O1 | -6 | -4 | nt | 0.0 | 14 | 1 | -1 | -6
O=c1c2ccccc2ncn1CCCCOc1ccccc1F | 0 | 4 | -6 | nt | -11 | -7 | -1 | 0
CC(C)C#Cc1cnc2c(c1)C(=O)N([C@H](C)CO)C[C@H](C)[C@@H](CN(C)Cc1ccc3c(c1)OCO3)O2 | -8 | -1 | 0 | -0.2 | 19 | 3 | -1 | -20
C[C@@H]1CN([C@H](C)CO)C(=O)c2cc(NC(=O)NC3CCCCC3)ccc2O[C@@H](C)CCCCO[C@@H]1CN(C)S(=O)(=O)c1ccc(F)cc1 | -4 | -2 | 14 | -0.3 | -19 | 2 | -2 | 2
CC(=O)Nc1cc(C(=O)OC(C(=O)c2ccccc2)c2ccccc2)ccc1C (stereo unspecified) | nt | 0 | -9 | nt | nt | 4 | nt | 0
Cc1ccc(OCC(=O)NC2CCCC2)c(C)c1 | nt | 23 | 1 | nt | nt | 2 | nt | 2
CCCNc1ncc2c(=O)[nH][nH]c(=O)c2n1 | 7 | -7 | 81* | -1.7 | -7 | -6 | 1 | -9
CCOC(=O)C(=NCC1CCCO1)NNc1cc(Cl)ccc1Cl (stereo unspecified) | -5 | nt | 2 | nt | 2 | nt | 3 | nt
CCn1c(C)nc2c1C(=O)c1ccccc1C2=O | nt | -6 | 11 | nt | nt | 3 | nt | 17
COc1cc(C#Cc2c(-c3cncn3C)n(C)c3ccc(-c4ccc(CN5CCOCC5)cc4)cc23)cc(OC)c1 | 0 | 22 | -2 | 0.5 | -32 | -6 | -2 | -1
COc1cc(CNCc2ccccn2)ccc1OCc1ccc(Cl)cc1 | 1 | nt | 53* | nt | 7 | 4 | 8 | -3

In the list so far, these contain an aryl thioether with sulfur outside any ring.
SMILES | ERp5 block | esBAF inh | ARNT TACC3 PPI | E-selectin induc | RAD52 anneal inh | PglD inh | CASP6 VEID inh | RAD54 branch
CCC(C)NC(=O)CSc1nnc(-c2ccc(Cl)cc2)n1N (stereo unspecified) | 5 | nt | -4 | 0.0 | -3 | nt | 9 | nt
CCCCn1c(SCC(=O)NC2CCS(=O)(=O)C2)nc2ccccc2c1=O (stereo unspecified) | 0 | -7 | -1 | nt | -12 | 0 | 0 | 0

Next structures.
SMILES | ERp5 block | esBAF inh | ARNT TACC3 PPI | E-selectin induc | RAD52 anneal inh | PglD inh | CASP6 VEID inh | RAD54 branch
O=C(NCCCCc1ccccc1)c1cccc(NC(=O)C2CCCC2)c1 | -5 | 3 | -3 | 0.2 | -5 | -4 | -4 | 0
COC(=O)C[C@H]1CC[C@H]2[C@H](COc3ccc(NC(=O)c4ccc(F)c(F)c4)cc3C(=O)N2C)O1 | -4 | 2 | -6 | 0.2 | -9 | -4 | 0 | -3
COc1cc(/C=N/NC(=O)C(=O)/C=C2\NC3(CCCC3)Cc3ccccc32)ccc1O | 2 | nt | -1 | -0.2 | -5 | nt | 1 | nt
CC1NC2(C(=O)N(Cc3ccccc3)c3ccccc32)C2C(=O)N(c3ccccc3)C(=O)C12 (stereo unspecified) | -1 | 0 | -2 | 1.0 | -2 | 5 | -1 | -2
C[C@@H]1CN([C@@H](C)CO)C(=O)c2c(c3ccccc3n2C)-c2ccccc2CO[C@@H]1CN(C)C(=O)Nc1cccc(Cl)c1Cl | 4 | nt | nt | -3.1 | 21 | nt | -1 | nt
CC(=O)c1cccc(NC(=O)CSc2nc(=O)n(CCCN3CCOCC3)c3c2CCC3)c1 | -11 | 1 | -3 | 11 | -20 | -5 | 1 | -6
COc1cccc(Cn2cnc3c(NS(=O)(=O)c4ccc(Cl)cc4)c(C)c(C)cc32)c1 | nt | 25 | -1 | nt | nt | -1 | nt | 1
N#C[C@@H]1[C@H](c2ccc(C#CC3CCCCC3)cc2)[C@H](CO)N1C(=O)c1cccc(F)c1 | 2 | -1 | -9 | 2.6 | -33 | 1 | -1 | 1
O=C(O)CCCC(=O)Nc1ccc(Cl)cc1 | 5 | 4 | nt | nt | 2 | 1 | -1 | 12
CCC(CCC(=O)Nc1cccc(C(=O)O)c1)C(=O)O (stereo unspecified) | nt | 1 | -1 | nt | nt | 3 | nt | 7
Cc1noc(C)c1NC(=O)Nc1cccc2c1O[C@@H](CN(C)C(=O)Nc1ccccc1)[C@H](C)CN([C@@H](C)CO)C2=O | 5 | 2 | 28 | -1.1 | -13 | 0 | -3 | -3
O=C(Nc1cccc2cccnc12)C1CCCC1 | 8 | nt | 2 | -0.4 | -20 | -11 | 0 | -3
COc1ccccc1C(=O)N/C(=C/c1ccccc1)C(=O)NC(CCSC)C(=O)O (stereo unspecified) | -7 | -4 | -6 | nt | -8 | -3 | 1 | -3
CCOC(=O)C1C(c2ccc(OC)cc2)N(C)OC1(O)C(F)(F)F (stereo unspecified) | -5 | nt | -4 | nt | -8 | nt | 0 | nt
O=C(Nc1cccc(O)c1)c1ccccc1[N+](=O)[O-] | 0 | nt | -3 | 11 | -10 | nt | -1 | nt
Cc1nn(-c2ccccc2)c(Cl)c1/C=N/Nc1nncc(=O)[nH]1 | 1 | 16 | 8 | -1.7 | -5 | 4 | -2 | 0
CC(C)C#Cc1ccc([C@H]2[C@@H](CO)N3CCCCN(C(=O)c4ccc(F)cc4)C[C@@H]23)cc1 | 0 | 5 | 12 | -0.4 | -1 | -4 | -2 | -15
CCC(C(=O)N1CCN(c2cccc(Cl)c2)CC1)c1ccccc1 (stereo unspecified) | nt | 0 | 1 | nt | nt | -3 | nt | 3
COc1ccc(C2=CSC3=NCCN23)cc1 | 0 | -1 | -5 | nt | 0 | 10 | -5 | -2
O=C(Nc1ccc(F)cc1)c1cccc(C(=O)Nc2ccc(F)cc2)c1 | 4 | 11 | -6 | 0.2 | -14 | -5 | 1 | -7
C[C@@H]1CN([C@@H](C)CO)C(=O)c2cc(C#Cc3ccccn3)cnc2O[C@H]1CN(C)CC1CCCC1 | 0 | -2 | 7 | -0.1 | -72 | 10 | 0 | -5
O=C(Cc1c[nH]c2ccccc12)Nc1ccc(Nc2cccnc2)c(-c2ccc(F)c(F)c2)c1 | 2 | nt | nt | 0.0 | -4 | nt | 0 | nt
O=C(Nc1cccc(F)c1)N1CCCCN2[C@H](CO)[C@@H](c3ccc(-c4ccccc4F)cc3)[C@@H]2C1 | -3 | nt | 17 | -0.6 | -24 | 0 | 0 | -16
COc1ccc(CNC(=O)c2c(O)c3ccccc3n(C)c2=O)cc1 | 4 | -1 | 16 | nt | -12 | -6 | 2 | -5
C/C(CC(=O)Nc1ccc(C)c(Cl)c1)=N\NC(=O)c1ccncc1 | 9 | nt | 7 | nt | -13 | nt | 4 | nt
C=CCn1c(C)cc(C(=O)COC(=O)/C=C/c2c(C)nn(C3CCS(=O)(=O)C3)c2Cl)c1C (stereo unspecified) | -3 | nt | 8 | nt | -31 | -4 | 0 | 2
O=C(NCc1ccco1)c1cc(-c2ccncc2)nc2ccccc12 | nt | 6 | -5 | nt | nt | -1 | nt | -1
CC1(C)N=C(N)NC(Nc2ccc(Cl)cc2)=N1 | 0 | -5 | 0 | 0.6 | -1 | 0 | -4 | 0

Outcome played no part in choosing rows; 3.2% or so of the library scored in one or more.
